Compound activity: PubChem, National Center for Advancing Translational Sciences (NCATS)
TbPYK inhibitor – inhibitors of Trypanosoma brucei pyruvate kinase. 0.12% of 410,000 active. Q57TT1. Potency, µM (highest dose often 76.8 µM), for inactives: at the highest dose activity, negative = inhibition, most hits filed as inhibitors. TbPYK enzyme, Kinase-Glo Plus ATP luminescence, 45 min. AID 624173; also: potency is read from the fitted curve at half-maximal effect; nearly all actives have a fitted effect of over 50% in size
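ADP (130 uM final) triggers the TbPYK reaction after compound addition; incubation is 45 min at room temperature. Kinase-Glo Plus is then added and luminescence imaged. Normalized data are fitted to concentration-effect curves.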
HCMV inh – inhibitors of human cytomegalovirus | HFF cells, HCMV-luciferase reporter, 72 h; active compounds read low | activity change, negative = inhibition, % at 57.5 µM | 4.5% of 410,000 active; in the data active = activity change below about -60%; inconclusive = no clear call, values can overlap the other calls; inactive = above about -39%
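Two compound doses tested in HFFs infected with HCMV-luciferase, MOI 1 PFU/cell, 72 h at 37C. Lysate luminescence read with OneGlo; data normalized against buffer-only and 10uM Salinomycin inhibitor controls.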
HCV inhibitor – HCV inhibition; Potency, µM (top dose mostly 41.8 µM), inactives show top-dose activity change, negative = inhibition, hits mostly inhibitors; Huh7.5.1 HCVcc-Cre infection, luciferase reporter, 44 h; 3.4% of 340,000 active; also: potency is read from the fitted curve at half-maximal effect
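HCVcc-Cre virus at an moi near 0.5 was added right after compound to cells cultured 4 h from seeding (1,000 cells/well). Luciferase activity was determined 44 h later, 15 min after substrate addition at RT.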
AmpC inh no detg – inhibitors of E. coli AmpC beta-lactamase without detergent; AmpC nitrocefin hydrolysis, absorbance 480 nm, 0.0001% Triton; 0.52% of 330,000 active; AID 485341; P00811; Potency, µM (series often up to 57.1 µM), inactives show at the top dose activity change, negative = inhibition, most hits filed as inhibitors;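 also: potency is read from the fitted curve at half-maximal effect; plate controls were no compound for no effect and no enzyme for full effect; nearly all actives have a fitted effect of over 20% in size; some results filed as inactive show a strong effect at the top dose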
Target sequence (P00811 whole entry, looked up): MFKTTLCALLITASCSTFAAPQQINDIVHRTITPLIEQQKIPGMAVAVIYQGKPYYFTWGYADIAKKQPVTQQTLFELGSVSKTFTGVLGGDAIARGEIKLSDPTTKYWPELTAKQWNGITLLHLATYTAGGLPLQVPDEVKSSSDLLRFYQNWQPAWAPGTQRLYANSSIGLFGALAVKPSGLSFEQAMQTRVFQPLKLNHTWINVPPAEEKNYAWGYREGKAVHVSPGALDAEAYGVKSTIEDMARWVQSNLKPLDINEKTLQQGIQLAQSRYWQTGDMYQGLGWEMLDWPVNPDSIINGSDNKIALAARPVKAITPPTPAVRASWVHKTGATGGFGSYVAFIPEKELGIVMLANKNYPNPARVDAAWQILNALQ
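20 mM phosphate pH 7.0 + 0.01% (detergent screen) or 0.0001% Triton X-100; 5.3 nM AmpC reagent; cpd preinc 15 min RT; nitrocefin (800 uM stock) to start; A480 q20 s × 4 min; Activity was normalised to no-enzyme and no-compound control wells.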
AMA1-RON2 inh – AMA1-RON2 (P. falciparum) interaction inhibition; Potency, µM (highest dose often 58.2 µM), for inactives: at the top dose activity change, negative = inhibition, usual class: inhibitors; AID 720542; AlphaScreen AMA1-biotinylated RON2 peptide binding; 0.2% of 360,000 active;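 also: potency is read from the fitted curve at half-maximal effect; 0% = vehicle wells and -100% = peptide control; nearly all actives have a fitted effect of over 45% in size; some results filed as inactive show a strong effect at the top dose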
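AMA1 (3D7) with his tag at 25 nM final met compounds first, then biotinylated RON2 peptide at 25 nM; detection used donor plus acceptor beads, 10 µg/mL apiece, read by AlphaScreen after 30 min at room temperature.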
LmPK inh – LmPK (Leishmania mexicana) enzyme inhibition. purified LmPK, Kinase-Glo ATP luminescence, 1 h. 0.37% of 290,000 active. Q27686. AID 1721. Potency, µM (doses to about 57.5 µM), without a hit: at the highest dose activity change, negative = inhibition, most hits filed as inhibitors; also: potency is read from the fitted curve at half-maximal effect
Target sequence (Q27686 whole entry, looked up): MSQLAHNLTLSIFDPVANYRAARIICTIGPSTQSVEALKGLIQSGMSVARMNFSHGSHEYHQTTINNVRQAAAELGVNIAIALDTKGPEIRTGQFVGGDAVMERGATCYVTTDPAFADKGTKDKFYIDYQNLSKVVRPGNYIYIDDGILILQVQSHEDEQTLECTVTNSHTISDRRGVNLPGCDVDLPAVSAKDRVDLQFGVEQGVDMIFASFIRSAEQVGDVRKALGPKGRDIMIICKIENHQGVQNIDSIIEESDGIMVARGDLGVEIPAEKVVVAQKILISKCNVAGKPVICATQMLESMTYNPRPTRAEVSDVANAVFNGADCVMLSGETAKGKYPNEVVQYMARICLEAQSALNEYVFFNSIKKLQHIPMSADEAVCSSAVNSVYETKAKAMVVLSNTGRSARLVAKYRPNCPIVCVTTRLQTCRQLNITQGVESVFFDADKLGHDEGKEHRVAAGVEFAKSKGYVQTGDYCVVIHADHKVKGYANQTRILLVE
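Screened at intermediate enzyme activity to detect both inhibitors and activators: LmPK at 0.1 nM, with a 0.5 nM enzyme column as activation reference. PEP 0.5 mM, ADP 0.1 mM; ATP detected by luminescence after 1 h.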
AmpC detergent – AmpC beta-lactamase inhibition with detergent present | Potency, µM (top dose mostly 114 µM), for the others: at the highest dose activity change, negative = inhibition, actives largely listed as inhibitors | AmpC hydrolysis of nitrocefin, absorbance 480 nm, 0.01% Triton | AID 485294 | 0.041% of 370,000 active;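 also: potency is read from the fitted curve at half-maximal effect; 0% = no-compound wells and -100% = no-enzyme wells; nearly all actives have a fitted effect of over 25% in size; some results filed as inactive show a strong effect at the top dose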
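20 mM phosphate pH 7.0 + 0.01% (detergent screen) or 0.0001% Triton X-100; 5.3 nM AmpC reagent; cpd preinc 15 min RT; nitrocefin (800 uM stock) to start; A480 q20 s × 4 min; Activity was normalised to no-enzyme and no-compound control wells.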
Active calls of the source: *; ? = inconclusive; nt = no result given; & = joins results of further samples; [ ] = another dose, or the depositor's remark. Unless noted, calls follow the shape of the dose curve; as a rule, active = well fitted curve in the direction sought with a large enough effect; inconclusive = small, poorly fitted or top-dose-only effect, or another doubt; inactive = no such curve, though single readings can be large; an effect the other way counts as inactive or inconclusive. Unless noted, % is scaled to controls: 0 for no effect and ±100 for the full control effect.

SMILES	TbPYK inhibitor	HCMV inh	HCV inhibitor	AmpC inh no detg	AMA1-RON2 inh	LmPK inh	AmpC detergent
O=c1cccc2n1C[C@@H]1C[C@@H]2CN(CC(O)c2ccc([N+](=O)[O-])cc2)C1 (stereo partly drawn)	-5%	-8	10%	-6%	-3%	-1%	?
c1cn(CCCNc2ncnc3sc4c(c23)CCC4)cn1	-4%	?	1%	0%	-1%	-6%	-4%
COC(=O)[C@@]12CCCN1[C@H](c1ccc(-c3ccc(F)cc3)c(OC)c1)[C@H]1C(=O)N(C)C(=O)[C@H]12	4%	10	-10%	169%[activator]	-3%	nt	-11%
Cc1ccc(N(CCC#N)C(=O)CSc2nc3ccccc3c(=O)[nH]2)cc1	-2%	0	8%	0%	-3%	nt	9%
CCc1ccccc1NC(=O)CNC(=O)CCC(=O)c1cc(C)sc1C	-3%	-18	nt	nt	15%	nt	nt
Cc1csc2nc(CNC(=O)c3cccc(C(F)(F)F)c3)cn12	-3%	-14	-3%	-4%	4%	-1%	-7%
O=C(CNC1CCCC1)Nc1cc(Cl)ccc1[N+](=O)[O-]	6%	-15	-19%	-16%	-14%	2%	5%
COc1ccc(CCNC(=O)c2nnn(CC(=O)Nc3cccc(F)c3)c2N)cc1OC	-10%	-8	-10%	-8%	-21%	0%	0%
Cc1cc(C)n(C(=O)/C(C#N)=C/N(C)C)n1	-4%	-34	4%	-17%	31%[activator]	-1%	-1%
COc1ccc(C(C)(C)C)cc1NC(=O)c1ccoc1C	6%	-33	?	-5%	-7%	-3%	3%
CCOC(=O)c1cnc(-c2ccccc2)nc1C(F)(F)F	3%	-20	27%	-2%	59%[activator]	-1%	1%
COC(=O)Cc1nc(Nc2ccccc2)sc1C	-13%	?	12%	-7%	8%	6%	-5%
Cc1ccc(-n2ncc3c2ncn2nc(-c4ccco4)nc32)c(C)c1	-7%	-2	-1%	-2%	49%[activator]	0%	-15%
COc1ccc(OC)c(Nc2nc3nonc3nc2N2CCCCC2)c1	-5%	?	9%	-11%	14%	-1%	2%
Cn1c(=O)c2c(ncn2CCC(=O)N/N=C/c2ccncc2)n(C)c1=O	4%	41	20%	-11%	8%	-1%	7%
COCCN(C(=O)C1CCC1)c1nnc(-c2cccnc2)s1	-2%	35	6%	nt	-3%	2%	1%
O=C(Nc1cccc(Cl)c1Cl)c1cc2nc(-c3ccc4c(c3)OCO4)cc(C(F)(F)F)n2n1	1%	-4	nt	nt	nt	nt	1%
N#C/C(=C\c1ccc([N+](=O)[O-])cc1)C(=O)NCCCn1ccnc1	-6%	0	-19%	1%	-5%	0%	-6%
COc1cc(OC)c(C(=O)OCC(=O)Nc2ccc(N3CCOCC3)cc2)cc1OC	4%	60	7%	-18%	-2%	nt	nt
O=c1oc(-c2ccccc2[N+](=O)[O-])nc2ccccc12	7%	-7	16%	-3%	9%	2%	1%
O=C(NCc1cccs1)c1ccc(CS(=O)Cc2cccc(Cl)c2)o1 (stereo not drawn)	1%	-2	-5%	-4%	-1%	-3%	3%
Cc1nonc1C(=O)N/N=C/c1ccncc1	4%	14	5%	-15%	-2%	16µM*	2%
O=C(Nc1cccc(Br)c1)Oc1cccc2cccnc12	3%	-35	nt	nt	15%	nt	nt
CCN(C(=O)Cn1nc(C(=O)O)c2ccccc2c1=O)C1CCCCC1	0%	-28	5%	-9%	1%	-2%	-13%
CCn1c(C)c(C)c2cc(C(=O)NCC(C)c3ccccc3)ccc21 (stereo not drawn)	13%[15.4 µM]	0	nt	nt	nt	nt	7%
CCOc1ccc(OCCCC(=O)N2CCN(S(=O)(=O)c3ccc(Cl)cc3)CC2)cc1	?	0	-15%	22%	?	nt	-19%
CCN(C(=O)CSc1nc2ccccc2n1CC(=O)Nc1ccccc1C)c1ccccc1	1%	7	nt	nt	nt	nt	11%
COc1ccccc1OCC(=O)Nc1nnc(C2CCCC2)s1	4%	3	12%	-20%	-12%	3%	-11%
COc1cc2c(cc1OC)C1O[C@](c3ccsc3)(C2)OC2=C1C(=O)CC(C)(C)C2	nt	nt	nt	77%[activator][11.4 µM]	nt	-4%[11.5 µM]	?
CC(Sc1nnc(Cc2ccc3c(c2)OCO3)o1)C(N)=O (stereo not drawn)	5%	-1	13%	-14%	-7%	-5%	-6%
CCCS(=O)(=O)c1nc(S(=O)(=O)c2ccc(C)cc2)c(N2CC(C)OC(C)C2)s1 (stereo not drawn)	-10%	-33	?	100%[activator]	13%	-3%	1%
CCc1ccc(NC(=O)C(C)Oc2nnc(-c3cccs3)c(-c3cccs3)n2)cc1 (stereo not drawn)	-7%	-19	-26%	-40%	-11%	8%	1%
COc1nccnc1NS(=O)(=O)c1ccc(NC(=S)NC(=O)/C=C/c2ccccc2)cc1	-6%	3	6%	-32%	21%	4%	-8%
C/C(=N/OC(=O)c1cccc(C(F)(F)F)c1)c1cnccn1	1%	-2	7%	12%[2.29 µM]	3%	-3%	-3%
Cc1ccc2oc(=O)c3cc(C(=O)N4CCN(C)CC4)sc3c2c1	1%	-9	-19%	24%	1%	-2%	3%
COc1ccc(OCC(=O)OCC(=O)NC2CCCC2)cc1	-3%	2	-5%	-16%	-1%	nt	nt

The last four compounds of the part before are carried over, then new ones follow:
SMILES	TbPYK inhibitor	HCMV inh	HCV inhibitor	AmpC inh no detg	AMA1-RON2 inh	LmPK inh	AmpC detergent
COc1nccnc1NS(=O)(=O)c1ccc(NC(=S)NC(=O)/C=C/c2ccccc2)cc1	-6%	3	6%	-32%	21%	4%	-8%
C/C(=N/OC(=O)c1cccc(C(F)(F)F)c1)c1cnccn1	1%	-2	7%	12%[2.29 µM]	3%	-3%	-3%
Cc1ccc2oc(=O)c3cc(C(=O)N4CCN(C)CC4)sc3c2c1	1%	-9	-19%	24%	1%	-2%	3%
COc1ccc(OCC(=O)OCC(=O)NC2CCCC2)cc1	-3%	2	-5%	-16%	-1%	nt	nt
COc1cccc(CNC(=O)c2ccc3c(Cl)c4c(nc3c2)CCCC4)c1	3%	?	nt	nt	nt	nt	-4%
Cc1nc2ncnn2c(N2CCC(C(=O)NC3CCCC3)CC2)c1Cc1ccccc1	0%	0	?	9%	18%	1%	-6%
COc1cc(C(=O)Nc2ccc(S(=O)(=O)N(C)c3ccccc3)cc2)cc(OC)c1OC	-5%	-21	?	30%	2%	1%	-13%
O=[N+]([O-])c1ccc(OCC(O)CN(CCO)CCO)cc1 (stereo not drawn)	-3%	-16	8%	-4%[2.29 µM]	-3%	1%	-5%
O=C(Cc1c(F)cccc1Cl)NCc1cccnc1	3%	-16	6%	-7%	-15%	0%	-8%
Cc1ccc2cccc(OCCCOc3ccccc3CO)c2n1	0%	-30	10%	51%	-2%	0%	7%
O=c1sc(/C=N/Nc2ccccc2)c(Cl)n1Cc1ccccc1	-7%	-24	0%	-31%	-16%	10%	4%
Cn1nc(C(=O)N2CCOCC2)c2ccccc2c1=O	-3%	26	-5%	-3%	1%	-2%	?
CCOC(=O)CSc1nnc(Cn2nnc(-c3ccccc3)n2)n1CC	-6%	6	-13%	5%	44%	-7%	-19%
Cc1cccc(N2CCN(C(C)C(=O)N3CCc4ccccc43)CC2)c1C (stereo not drawn)	0%	?	-14%	-6%	2%	6%	-9%
Cc1ccc(CC2(C)C(=O)Nc3ccc(OC(F)(F)F)cc32)cc1 (stereo not drawn)	-1%	-14	nt	nt	2%	nt	nt
CS(=O)(=O)N1CCN(C(=O)c2cc(-c3cccnc3)nc3ccc(Br)cc23)CC1	5%	-4	1%	-2%[2.29 µM]	-2%	2%	-5%
CC1CCCCN1C(=O)CSc1nnc(-c2cccnc2)n1C1CCCCC1 (stereo not drawn)	0%	-30	6%	-9%	7%	1%	-9%
CC1Cc2ccccc2N1CC(=O)Nc1cccc(S(N)(=O)=O)c1 (stereo not drawn)	3%	7	20%	-34%	-11%	15%	-7%
Cn1nccc1C(=O)N1CCc2c([nH]c3ccccc23)C1c1ccc(F)cc1 (stereo not drawn)	1%	4	0%	42%	-3%	1%	-2%
COCC(C)n1c(C)cc(C(=O)COC(=O)c2ccc(N3CCCC3=O)cc2)c1C (stereo not drawn)	-1%	5	?	72%[activator]	-13%	5%	?
COc1ccccc1CNC(=O)CCn1c(=O)c2ccccc2n(CC(=O)Nc2ccc(C)cc2)c1=O	9%	-17	nt	nt	nt	nt	4%
O=C(C[C@@H]1C/C=C\C[C@H](Cc2ccc(F)cc2)C(=O)OCCNC1=O)NCCO	-6%	1	27%	6%	2%	nt	nt
Cc1c2cnn(CC(=O)N3CCCCC3)c(=O)c2c(C)n1Cc1ccc(Cl)cc1	-6%	-6	nt	nt	nt	nt	0%
Cc1ccc([C@H]2C(C(=O)O)=CC[C@@H](c3cccc(C)c3)N2S(=O)(=O)c2ccc(C)cc2)cc1	3%	-6	11%	-11%	-1%	nt	nt
NC(=O)c1ccc(NS(=O)(=O)c2ccccc2F)cc1	1%	-9	-5%	-11%	0%	-3%	-9%
COc1cc(/C=C/c2nc(N)nc(-c3ccccc3O)n2)cc(OC)c1OC	-7%	12	-3%	136%[activator]	-5%[11.6 µM]	-2%	-13%
CCOC(=O)c1c(C)n(C)c2ccc(O)c(CN3CCN(C)CC3)c12	-5%	2	?	-7%	-6%	1%	?
COC(=O)c1ccc(NC(=O)c2snnc2-c2ccccc2)cc1	4%	?	-12%	-8%[2.29 µM]	18%	0%	0%
CCOC(=O)c1c(NC(=O)c2cc(-c3ccccc3)on2)sc2c1CCCC2	-1%	4	nt	nt	nt	nt	5%
CCN(CC(=O)NC(=O)NCc1ccco1)Cc1ccccc1	-3%	-5	2%	-24%	3%	nt	-17%
Cc1c(C(=O)NC2CCS(=O)(=O)C2)oc2ccccc12 (stereo not drawn)	-11%	-11	21%	-14%	-2%	5%	5%
Cc1ccc(/C=C/C(=O)N2CC(C)CC(C)C2)o1 (stereo not drawn)	?	3	?	-2%	-5%	-2%	-10%
O=C(NCC1CCCO1)C(c1ccncc1)N(Cc1ccc(F)cc1)C(=O)CN1C(=O)c2ccccc2S1(=O)=O (stereo not drawn)	-1%	-24	12%	105%[activator]	10%	-4%	-7%
COC(=O)c1cc(=O)n(Cc2ccc3c(c2)OCO3)c(=Nc2ccccc2)s1	-5%	8	-4%&19%	-13%	-27%	5%	-9%

Random draw from the library. About 7.5% of those tested had a hit in this group.
